# Screens from PubChem.
# KAT2A inh: blocks human GCN5L2 histone acetyltransferase; Q92830; GCN5L2 HAT assay, ThioGlo1 CoA-SH fluorescence; Potency, µM (top dose mostly 58.9 µM), inactives show at the top dose activity change, negative = inhibition, usual class: inhibitors; 390,000 compounds, 0.21% hits; AID 504327
#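 GCN5L2 (20 nM) in 50mM HEPES pH 7.5, 0.1mM EDTA, 0.01% Tween-20 preincubated 15 min with compounds at room temperature. Reaction started with H3(1-25) 75uM, acetyl-CoA 70uM, ThioGlo1 50uM; CoA-thiol fluorescence (Ex340/Em540) read at 0 and 20 min.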
# FEN1 inhibitor: human FEN1 inhibition; AID 588795; 390,000 compounds, 0.35% hits; Potency, µM (titrated, usually from 114 µM), inactives show top-dose activity change, negative = inhibition, usual class: inhibitors; Recombinant FEN1 flap cleavage, fluorescence, 15 min; further: nearly all actives have a fitted effect of over 65% in size
# Target sequence (P39748 whole entry, looked up): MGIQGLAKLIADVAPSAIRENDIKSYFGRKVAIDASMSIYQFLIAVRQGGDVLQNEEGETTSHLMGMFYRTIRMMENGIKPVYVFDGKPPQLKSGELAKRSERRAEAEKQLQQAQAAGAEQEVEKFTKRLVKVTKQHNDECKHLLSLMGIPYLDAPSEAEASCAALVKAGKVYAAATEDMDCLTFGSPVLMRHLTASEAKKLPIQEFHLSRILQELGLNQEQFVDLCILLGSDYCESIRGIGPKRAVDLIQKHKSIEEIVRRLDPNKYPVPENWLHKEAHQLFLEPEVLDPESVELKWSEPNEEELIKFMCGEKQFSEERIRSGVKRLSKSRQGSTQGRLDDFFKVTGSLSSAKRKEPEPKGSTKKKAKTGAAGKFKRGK
#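 Quantitative HTS format: each compound was titrated, incubated with 10 nM nuclease for 15 min at room temperature, then challenged with flap substrate at 50 nM final. Signal change over 15 min gave concentration–effect curves.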
# DT40 TDP1 CPT: growth inhibition of DT40 Tdp1-/-;hTDP1 cells with camptothecin (screen for TDP1 inhibitors); chicken DT40 Tdp1-/-;hTDP1 cells + 20 nM CPT, ATP luminescence, 48 h; Potency, µM (highest dose often 46.2 µM), without a hit: at the highest dose activity change, negative = growth inhibition, actives largely listed as inhibitors; 420,000 compounds, 12% hits; AID 686979; further: nearly all actives have a fitted effect of over 55% in size
#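 Cell growth measured by CellTiter-Glo luminescence after a minimum 48 h, 37 C compound exposure with 20 nM CPT in Tdp1-knockout DT40 cells stably expressing hTDP1, seeded 400/well; qHTS titration format.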
# Active calls of the source: *; ? = inconclusive; nt = no result given; & = joins results of further samples; ! = a repeat was not active; [ ] = remark or other dose. The call rests on the fitted dose curve; in most records, active means well fitted curve in the direction sought with a large enough effect; inconclusive means small, poorly fitted or top-dose-only effect, or another doubt; inactive means no such curve, though single readings can be large; an effect the other way counts as inactive or inconclusive. On the % scale 0 is the no-effect control and ±100 the full control effect; potency means the concentration at half of the fitted maximal effect. Not all compounds are listed; count on the stated rates, not on these rows.
canonical_smiles,KAT2A inh,FEN1 inhibitor,DT40 TDP1 CPT
Cc1cccc(N2O[C@H]3C=CC2CCCC3)n1,0%,13%,3%
Clc1ccc(-c2nnc(-c3cccc4ccccc34)o2)cc1Cl,21%,-9%,-29%
CCN1CCN(C(=O)N(c2ccccc2)c2ccccc2)CC1,-4%,8%,-10%
CC(=O)c1sc(NC(=O)c2cc(=O)c3ccccc3o2)nc1C,?,8%,-10%
COc1ccc(C(CNC(=O)CCNS(=O)(=O)c2ccccc2C(F)(F)F)N2CCOCC2)cc1 (stereo unspecified),nt,-1%,-13%
CCOC(=O)c1ccc(N2C(=O)c3[nH]nc(-c4ccc(C)cc4)c3C2c2cccs2)cc1 (stereo unspecified),-5%,-8%,16µM*
O=C(CN1CCN(Cc2cccc(Cl)c2)C1=O)NCc1ccccn1,0%,-21%,9%
CN(Cc1ccc(F)cc1)C(=O)c1cccc(OCc2ccccc2)c1,-8%,-12%,?
CN(C)c1ccc(N=Nc2cccc3ccoc23)cc1,-1%,-20%,-11%
COCC1CCN(C(=O)c2cc(COc3ccc4ncccc4c3)on2)CC1,-6%,-1%,3.7µM*
COc1cccc2c(=O)n(CC(=O)N3CCCCCC3)ccc12,-17%,-6%,-2%
O=C(CCNS(=O)(=O)c1cccc2nonc12)Nc1ccc(F)cc1,-1%,18%,-2%
COC(=O)c1ccc(CN2CCN(Cc3ccc(C(=O)OC)o3)CC2)o1,-1%,-1%,0%
COc1cc(C(=S)N2CCCC2)cc(OC)c1O,2%[0.501 µM],1%,-5%
CCOc1cccc(C2Oc3nc(SC)nnc3-c3ccccc3N2C(C)=O)c1OC (stereo unspecified),-13%,-30%,-27%
Cc1c(-c2ccccc2)cn2c1-c1ccc(C)n1CC2,-9%,4%,?
CC(=O)/C(C=Nc1noc(C)c1Br)=C(\C)O,-4%,17%,-6%
Brc1ccc(COc2cccc3cccnc23)cc1,nt,11%,-17%
COc1ccc(CCNC(=O)c2cccc(-n3c(C)nc4cccnc43)c2)cc1OC,1%,18%,-21%
O=C(CSc1ccccc1)Nc1nnc(/C=C/c2ccccc2)s1,-16%,-4%,?
CC(=O)Nc1ccc(NC2(C)C(=O)c3ccccc3C2=O)cc1,0%,3%,17%
COc1cc(OC)c(NC(=O)C(=O)CC(=O)c2ccc(C)cc2C)cc1Cl,-5%,-30%,4.6µM*
C=CCc1ccccc1OCC(O)CNC1CCCC1 (stereo unspecified),3%,-8%,?
O=S(=O)(Nc1c(O)ccc2ccccc12)c1cccc2ccccc12,nt,?,?
CCN(C(=O)COc1ncnc2ccccc12)C1CCCCC1,-5%,11%,8%
CC1CCCCN1C(=O)Cn1c(=O)n(CCC(=O)NCc2ccco2)c(=O)c2sccc21 (stereo unspecified),-6%,5%,-16%
CN(CCC1CCOCC1)C(=O)CC1C(=O)NCCN1Cc1ccoc1 (stereo unspecified),-2%,18%,-4%
CC(C)CNC(=O)c1ccccc1C(=O)NC1(C(=O)NCC(C)C)CCCC1,nt,5%,14%
CN(C)C(/C=C/Nc1ccccc1F)=C(C#N)C#N,6%,5%,-14%
COc1ccc(C2=NOC(Cn3nc(-c4ccccc4)cc3C(=O)NCc3ccc(C)cc3)C2)cc1 (stereo unspecified),-4%,8%,-26%

# Reprinted from the listing, five compounds:
canonical_smiles,KAT2A inh,FEN1 inhibitor,DT40 TDP1 CPT
Cc1cccc(N2O[C@H]3C=CC2CCCC3)n1,0%,13%,3%
Clc1ccc(-c2nnc(-c3cccc4ccccc34)o2)cc1Cl,21%,-9%,-29%
CCN1CCN(C(=O)N(c2ccccc2)c2ccccc2)CC1,-4%,8%,-10%
CC(=O)c1sc(NC(=O)c2cc(=O)c3ccccc3o2)nc1C,?,8%,-10%
COc1ccc(C(CNC(=O)CCNS(=O)(=O)c2ccccc2C(F)(F)F)N2CCOCC2)cc1 (stereo unspecified),nt,-1%,-13%

# (list continues)
canonical_smiles,KAT2A inh,FEN1 inhibitor,DT40 TDP1 CPT
CSc1ccccc1C(=O)N(C)C(c1ccccc1)c1ccccc1,-2%,5%,?
CCOc1ccccc1C1NC(=O)c2ccccc2O1 (stereo unspecified),-2%,-1%,3%
O=C(O)CC(NC(=O)c1ccc2c(c1)OCO2)c1cccc([N+](=O)[O-])c1 (stereo unspecified),-4%,-6%,17%
c1ccc(CSCCc2ccncc2)cc1,-2%,7%,-27%
COc1ccc(/C(CC2(O)C(=O)Nc3ccccc32)=N\O)cc1 (stereo unspecified),-10%,5%,1%
S=C(Nc1ccc(OCc2ccccc2)cc1)Nc1cccc(Cl)c1Cl,33%[activator],-14%,?
CCOC(=O)C1=C(COC(=O)c2cc(Br)c(Br)s2)NC(=O)NC1C (stereo unspecified),-19%,-7%,-7%
Cc1ccc(C)c(N2N=C(C(=O)NCCN3C(=O)S/C(=C\c4cccnc4)C3=O)CCC2=O)c1,-16%,-4%,-29%
O=C1C2ON(c3ccccc3)C(c3ccccc3F)C2C(=O)N1c1ccccc1 (stereo unspecified),1%,8%,-9%
CCOc1ccc(S(=O)(=O)N2CCOCC2)cc1NC(=O)CSCC(=O)Nc1cccc(C)c1,-5%,5%,-3%
Cc1cc(N2CCN(c3ccccc3)CC2)nc(N2CCOCC2)n1,-10%,6%,?
COc1ccc(Cn2c(CCC(=O)Nc3ccc(C)c(C)c3)nc3cccnc32)cc1,-10%&-10%,-7%&-13%,13µM*!
Fc1ccc(F)c(C2=NNC(=NCC3CCCO3)SC2)c1 (stereo unspecified),?,-5%,7%
O=C(COc1ccc(S(=O)(=O)N2CCCC2)cc1)Nc1ccc2c(c1)OCCO2,0%,0%,-5%
CCOc1ccccc1/C=C/c1onc(C)c1S(=O)(=O)N1CCC(C(=O)NC(C)C)CC1,-2%,19%,?
CCC(=O)N1c2ccccc2CC1C(=O)NCCN1CCN(c2cccc(Cl)c2)CC1 (stereo unspecified),-15%,-1%,23µM*
Cc1[nH]c2ccccc2c1/C=C/c1c[nH]c2ccccc12,nt,-9%,?
CC(C)=CCN1CCC2(CCc3ccccc32)CC1,4%,nt,12µM*
Cc1cc(-n2c(SCC(=O)NCc3ccccc3)nc3ccsc3c2=O)ccc1Cl,-2%,-16%,16µM*
CS(=O)(=O)c1ccc(NC(=O)CCN2C(=O)C3CC=CCC3C2=O)cc1 (stereo unspecified),1%,-1%,1%
Cc1ccn2c(NCc3ccccc3)c(-c3cccc(SC4CCCCC4)c3)nc2c1,-9%,1%,23µM*
Cc1cc(NC(=O)C2CC(c3cccc(Br)c3)=NO2)no1 (stereo unspecified),-2%,-1%,3%
c1ccc(C2=NCCCN2)cc1,1%,-10%,-5%
COc1ccc(N2CC(O)=C(c3nc(-c4ccc(F)cc4)cs3)C2=N)cc1,1%,1%,6%
CCOc1ccccc1N(C)C(=O)Cn1nc(Cc2ccncc2)c2ccccc2c1=O,-6%,-7%,-17%
CCOC(=O)N1CCN(S(=O)(=O)c2ccc(C(=O)N(CCN(C)C)c3nc4ccc(CC)cc4s3)cc2)CC1,-3%,1%,-12%
Cc1ccc(NC(=O)c2ccc3nc[nH]c3c2)nc1,1%,-16%,23µM*
CCC(C)CCN1C(N(C)C)=NC[C@@H]1Cc1ccccc1 (stereo partly specified),-7%,6%,12µM*
CCc1ccc(CNC(=O)Cn2nc(C)c3c(C)n(-c4ccc(C)cc4)nc3c2=O)cc1,-1%,0%,?
CCC(C)c1ccc(OCC(=O)Nc2cccc3ccc(C)nc23)cc1 (stereo unspecified),-8%,-26%,?
CC(C)c1ccc(NC(=O)COC(=O)CCC(=O)c2cccs2)cc1,-12%,-11%,-3%
O=C(NCC(c1ccc(Cl)cc1)N1CCCCC1)c1ccc(F)cc1 (stereo unspecified),-1%,5%,13µM*
COc1ccc(-c2nnc(SC(C)C(=O)Nc3nccs3)n2Cc2ccccc2)cc1OC (stereo unspecified),-5%,-2%,?
CC(C)(C)n1nc2c(c1NC(=O)Cc1ccc(Cl)cc1)CS(=O)(=O)C2,3%,7%,1%
Cc1[nH]n(-c2ccccc2)c(=O)c1/C=N/c1nn[nH]n1,?,-10%,?
CC(=O)O[C@]1(C)CC[C@]23CC1C(C)(C)C2CC[C@@H]3C (stereo partly specified),-3%,nt,-7%
COc1ccc2[nH]c(C(=O)N(C)Cc3ccccc3)c(C)c2c1,-15%,-4%,?
COc1cc2cc(CCCOC(=O)c3cccc(Br)c3)oc(=O)c2cc1OC,-2%,?,0%
Cc1ccc2[nH]c(=O)c(CN(CC3COCCO3)C(=O)Nc3ccccc3C)cc2c1 (stereo unspecified),-2%,17%,?
O=C1C(=O)N(C2CCN(C(=O)c3ccccc3F)CC2)CCN1Cc1ccc(F)cc1,2%,3%,10%
COc1ccc(C)cc1NC(=O)c1nn(-c2ccccc2)cc1OC,-20%,3%,?
O=C(OCC(=O)N1CCN(c2ccccc2)CC1)c1cccs1,2%,1%,-8%
Cn1nccc1C(=O)N(CCN1CCCCC1)CC1CCCN(C2CCCC2)C1 (stereo unspecified),1%,-9%,2%
CC1CCN(c2ccc(N3C(=O)C4CCCCC4C3=O)cc2[N+](=O)[O-])CC1 (stereo unspecified),-1%,-4%,-6%
CC(C)=CCc1c(-c2ccc(O)cc2O)oc2cc3c(c(O)c2c1=O)C=CC(C)(C)O3,nt,-9%,23µM*
COc1cccc(CNC(=O)CCc2c(C)nc3c(c(C)nn3-c3ccc(C)c(C)c3)c2C)c1,-4%,-3%,21µM*
COc1ccc(S(=O)(=O)NCc2ccccn2)cc1OC,-4%,-3%,8%
Cc1ccc(CCN2CC(C(=O)NCCc3ccccc3)CC2=O)cc1 (stereo unspecified),-16%,-6%,-10%
CCc1nc(SCC(=O)Nc2cc(OC)ccc2OC)c2c(C)c(C)sc2n1,-12%,-1%,18µM*
COc1ccc(CC(=O)N2CCC(CCC(=O)Nc3ccccc3)CC2)cc1,-2%,1%,-23%
Cc1cc(NC(=O)c2cc(-c3ccc(Cl)cc3)on2)nn1Cc1ccc(Cl)cc1,16%,18%,-17%
Cc1ccc(Cc2nnc(SCC(=O)Nc3ccccc3C)[nH]c2=O)cc1,0%,-3%,-18%
O[C@@H]1C2CCCC1[C@]1(O)CCCCC1C2 (stereo partly specified),-1%,-2%,27%
COc1ccc(OC)c(CNS(=O)(=O)c2cc(CN3C(=O)c4cccnc4C3=O)ccc2OC)c1,-8%,-2%,-12%
CC(NC(=O)c1ccc(N2CCCC2=O)cc1)c1ccccc1 (stereo unspecified),2%,4%,-12%
Cc1cc(C)c(Nc2ncnc(N)n2)c(C)c1,5%,-2%,3%
Cc1ccc2sc(N3CCN(CCNC(=O)c4ccco4)CC3)nc2c1C,-4%,-15%,?
COC(=O)[C@@]1(C)[C@H]2C(=O)N(C)C(=O)[C@H]2[C@H]2CN=C(SC)N21,-3%,32%,-5%
CN(C)c1ccnc(Oc2ccc(Cl)cc2)c1C#N,1%,-14%,-17%
Cc1ccc(/C=C/c2nc3ccccc3c(=O)n2CCc2ccccc2)cc1,-7%,1%,?

# Continued:
canonical_smiles,KAT2A inh,FEN1 inhibitor,DT40 TDP1 CPT
COC(=O)N1CCC2(CCN(C(=O)Nc3ccc(OC)cc3)CC2)CC1,-2%,nt,6%
CCOc1ccc(CCNC(=O)CCCc2nnc3n(CC)c(=O)c4sccc4n23)cc1OCC,-7%,-14%,-27%
CC1CCc2c(nc3ncnn3c2N2CCN(c3ccccc3)CC2)C1 (stereo unspecified),-2%,11%,?
O=C(CSc1nc(-c2ccco2)cc(C(F)(F)F)n1)NCc1cccs1,1%,-1%,-9%
c1ccc(CCNc2nc(-c3ccncc3)nc3ccccc23)cc1,1%,-3%,21µM*
CCOC(=O)N1CCN(C(=O)c2cn(CC)c3ccc(S(=O)(=O)N4CCC(C)CC4)cc3c2=O)CC1,2%,0%,-18%

# Complete entries, looked up by structure:
# Record of CCOc1ccc(CCNC(=O)CCCc2nnc3n(CC)c(=O)c4sccc4n23)cc1OCC = KAT2A inh: -7%; FEN1 inhibitor: -14%; DT40 TDP1 CPT: -27%
# Record of O=C(CSc1nc(-c2ccco2)cc(C(F)(F)F)n1)NCc1cccs1 = KAT2A inh: 1%; FEN1 inhibitor: -1%; DT40 TDP1 CPT: -9%
